Bioassay records deposited in PubChem BioAssay by Icahn School of Medicine at Mount Sinai.
ROC1-CUL1 inh: human ROC1-CUL1 E3 ligase inhibition; P62877+Q13616; in vitro K48 di-Ub FRET, acceptor:donor ratio, 45 min; inhibition, % at 10 µM; hit rate 0.6% among 140,000; in the data active means inhibition above about 25%
Target sequence (P62877 whole entry, looked up): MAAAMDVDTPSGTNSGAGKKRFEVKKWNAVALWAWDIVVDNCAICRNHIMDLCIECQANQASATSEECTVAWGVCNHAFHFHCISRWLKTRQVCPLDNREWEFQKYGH
Target sequence (Q13616 whole entry, looked up): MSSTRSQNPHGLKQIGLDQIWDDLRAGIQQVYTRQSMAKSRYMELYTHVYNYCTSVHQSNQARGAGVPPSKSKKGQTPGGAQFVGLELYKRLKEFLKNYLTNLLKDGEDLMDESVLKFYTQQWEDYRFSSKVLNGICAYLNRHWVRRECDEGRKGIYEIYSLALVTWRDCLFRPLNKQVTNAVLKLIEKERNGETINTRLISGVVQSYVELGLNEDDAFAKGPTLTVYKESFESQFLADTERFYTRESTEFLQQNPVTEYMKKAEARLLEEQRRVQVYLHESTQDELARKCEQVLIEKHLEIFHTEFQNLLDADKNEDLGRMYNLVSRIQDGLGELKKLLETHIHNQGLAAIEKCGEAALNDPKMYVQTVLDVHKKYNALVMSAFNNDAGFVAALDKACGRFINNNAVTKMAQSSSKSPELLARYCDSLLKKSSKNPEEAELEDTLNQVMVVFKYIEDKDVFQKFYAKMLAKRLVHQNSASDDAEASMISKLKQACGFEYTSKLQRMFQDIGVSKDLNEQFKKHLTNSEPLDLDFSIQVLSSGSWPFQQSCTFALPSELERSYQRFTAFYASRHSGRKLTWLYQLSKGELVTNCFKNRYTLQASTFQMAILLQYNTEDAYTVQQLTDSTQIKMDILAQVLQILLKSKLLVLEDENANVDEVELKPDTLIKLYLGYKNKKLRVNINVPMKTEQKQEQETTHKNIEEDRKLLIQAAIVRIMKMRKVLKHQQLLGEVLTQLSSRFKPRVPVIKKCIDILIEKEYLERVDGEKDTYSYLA
The depositor's hits bear a star.

SMILES | ROC1-CUL1 inh
CC1C(=NS(=O)(=O)c2cccc(C(=O)O)c2)C(=O)N(c2ccccc2)N1C (stereo unspecified) | 5
Cc1ccc(-c2nnc(Nc3cccc(C(F)(F)F)c3)c3ccccc23)cc1S(=O)(=O)N1CCOCC1 | 7
O=C(c1sc2cc(Cl)ccc2c1Cl)N1CCN(c2ccc(F)cc2)CC1 | -7
CCC(=O)N1CCc2cc(Br)cc(S(=O)(=O)CCC(=O)NCc3cccc(OC)c3)c21 | -2
Cc1ccc(Cn2c(=O)n(Cc3nc(-c4ccccc4)no3)c(=O)c3cc4c(cc32)OCO4)cc1 | -4
COc1ccc(NC(=O)C2CC(=O)OC2(C)C)cc1 (stereo unspecified) | 8
Cc1occc1C(=O)N/N=C/c1cccc(C(F)(F)F)c1 | -17
CCOC(=O)C1C(=N)n2c(s/c(=C\c3ccccc3F)c2=O)=C(C(=O)OC(C)C)C1c1ccccc1F (stereo unspecified) | -7
COCCN(Cc1cccnc1)C(Cc1ccccc1)C1CCN(C(=O)/C=C/c2ccccc2)CC1 (stereo unspecified) | -7
O=C(NCCc1ccccc1)c1cc2sccc2n1Cc1ccc(F)cc1 | -8
O=C(Nc1ccc(Cl)cc1)C1CC1c1ccccc1 (stereo unspecified) | -10
Clc1ccc(-c2nnc(-c3ccccc3)c(N3CCCC3)n2)c(Cl)c1 | 5
O=C(Nc1cc(Cl)ccc1Cl)C1CCC(N2C(=O)C3C4C=CC(C5CC45)C3C2=O)CC1 (stereo unspecified) | 0
COc1cc(/C(C)=N\NC(N)=S)cc(OC)c1OC | 4
O=C(c1ccc2nc(C3CC3)oc2c1)N(CCO)CC12CC3CC(CC(C3)C1)C2 | -4
O=C(O)CSc1nnc(C2COc3ccccc3O2)n1-c1ccccc1 (stereo unspecified) | 2
COc1ccc(-c2cc(-c3ccc(C)cc3)nc3sc(C(=O)Nc4cccc(C)c4)c(N)c23)cc1 | 16
CCOc1ccc(S(=O)(=O)NC2CCCC2)cc1 | 8
CCCCNC(=O)C1(c2ccccc2)CCCC1 | 3
COc1ccc(OC)c(NC(=O)CS(=O)(=O)Cc2nc(-c3ccc(C)cc3)oc2C)c1 | 4
COc1cc(-c2nc(S(=O)(=O)c3ccccc3)c(N3CCOCC3)o2)cc(OC)c1OC | -2
CCCCOc1ccc(C2C(C(=O)c3cccs3)C(=O)C(=O)N2Cc2ccco2)cc1OCC (stereo unspecified) | 14
COCC(=O)Nc1cccc(C(=O)N2CCCC2c2ccc(C(N)=O)s2)c1 (stereo unspecified) | 11
CSCCC(NS(=O)(=O)c1ccc2c(c1)oc(=O)n2C)C(=O)N1CCN(c2cc(C)ccc2C)CC1 (stereo unspecified) | 3
CC1=CC(=Cc2c(O)n(-c3cccc(Cl)c3Cl)c(=S)[nH]c2=O)C(C)=N1 | 93*
Cc1cc(C)cc(NC(=O)CSc2nc3sc4c(c3c(=O)n2-c2ccc(C)c(C)c2)CCCC4)c1 | -10
O=C(c1ccccc1)c1nnn(Cc2ccc(Cl)cc2Cl)c1C(=O)c1ccccc1 | -2
CCCOc1ccc([C@@H]2[C@H]3CN(C)CC=C3C(C#N)C(=N)C2(C#N)C#N)cc1OC (stereo partly specified) | -7
CCc1ccc(NC(=O)CN(c2ccc(C)cc2)S(=O)(=O)c2c(C)nn(C)c2C)cc1 | 0
CN(Cc1cnn(C)c1)C(=O)c1cc(COc2ccc(-n3cncn3)cc2)on1 | 3
Cn1cc(CNC(=O)CC23CC4CC(CC(C4)C2)C3)cn1 | -5
C#CCOc1ccc(/C=C2\SC(=S)N(C(C)C(=O)O)C2=O)cc1OC (stereo unspecified) | -4
O=C(O)c1ccc(/C=c2/sc3n(c2=O)C(c2cccs2)C2=C(N=3)c3ccccc3CC2)cc1 (stereo unspecified) | 56*
CCn1c(-c2ccccc2)csc1=Nc1ccc(O)cc1 | -1
C=CCn1cnc2scc(-c3ccc(C)c(C)c3)c2c1=O | -3
CC(C)NS(=O)(=O)c1cnc(Cl)c(Br)c1 | 13
CCOc1ccc(N2C(=O)C(Cc3ccccc3OCc3cccc(F)c3)=NC2=S)cc1 | 5
COc1ccc(OC)c(CCNc2nc3ccccc3c3nc(-c4cccnc4)nn23)c1 | -3
Cc1ccccc1Oc1cc(NC(=O)c2nc3nc(-c4ccccc4)cc(C(F)(F)F)n3n2)cc([N+](=O)[O-])c1 | -2
CCCCCOc1ccc(/C=C/C(=O)Nc2sc(C(C)=O)c(C)c2C(=O)OCC)cc1OC | 3
O=S(=O)(c1ccc(Br)cc1)c1nc(-c2cccs2)oc1SCc1ccccc1F | -4
CCOC(=O)COc1cc(Br)c(/C=C2/SC(=O)N(CC)C2=O)cc1OC | -7
O=C(Nc1ccccc1)c1cccc2ccccc12 | 1
COc1cccc2c1Oc1ncccc1N(C(=O)Nc1cccc(Cl)c1)C2 | 5
O=C(CCCn1cncn1)N1CCCC(N2CCN(c3ccccc3)CC2)C1 (stereo unspecified) | -1
COC(=O)CN1C(C(=O)c2ccccc2)=C(OC(=O)c2ccc(F)cc2)c2ccccc2S1(=O)=O | -3
CCOc1ccccc1NC(=O)CN1C(=O)CC(c2ccc(C)c(C)c2)=Nc2ccccc21 | -1
CCN(CC)CC(=O)NC1(Cc2ccc(O)cc2)CCCCC1 | -1
O=C(CSc1ncc(-c2ccccc2)[nH]1)Nc1ccccc1 | -2
CCN(CC)c1cc(C)c2cc(NC(=O)/C=C/c3ccccc3OC(C)C)ccc2n1 | 4

The closing 5 records of the part before come first, to join the parts:
SMILES | ROC1-CUL1 inh
COC(=O)CN1C(C(=O)c2ccccc2)=C(OC(=O)c2ccc(F)cc2)c2ccccc2S1(=O)=O | -3
CCOc1ccccc1NC(=O)CN1C(=O)CC(c2ccc(C)c(C)c2)=Nc2ccccc21 | -1
CCN(CC)CC(=O)NC1(Cc2ccc(O)cc2)CCCCC1 | -1
O=C(CSc1ncc(-c2ccccc2)[nH]1)Nc1ccccc1 | -2
CCN(CC)c1cc(C)c2cc(NC(=O)/C=C/c3ccccc3OC(C)C)ccc2n1 | 4
COc1ccc(-n2nc3ccc(NC(=O)c4cc5ccccc5o4)cc3n2)cc1Cl | -8
COc1cccc(Cn2c(=O)n(-c3ccccc3C)c(=O)c3c2c2cc(C)ccc2n3C)c1 | 3
Cc1ccc(N2C(=O)C(C)C(=O)N=C2SCC(=O)Nc2c(C)cccc2C)cc1 (stereo unspecified) | 6
Cc1cccc(NS(=O)(=O)c2c(C)nc3sccn3c2=O)c1C | 9
COc1cc(-c2cccs2)cc2c1OCCN(CC(C)C)C2 | 0
O=C(Nc1ccc(S(=O)(=O)Nc2nccs2)cc1)c1cccc(I)c1 | 5
CCCCn1c(C)cn2c3c(=O)n(CCN4CCCCC4)c(=O)n(C)c3nc12 | 6
NC1=NN=C2NN(c3ccccc3Cl)NC12 (stereo unspecified) | -4
Cc1noc(-c2ccc(-c3noc(-c4cccc(Cl)c4)n3)cc2)n1 | -7
O=S(=O)(Nc1cccc2cccnc12)c1ccc2ccccc2c1 | 2
COc1cccc(CCC2CCCN(C(=O)C3=NN(C)C(=O)CC3)C2)c1 (stereo unspecified) | 7
CCCc1nn2c(=O)cc(COc3ccc(/C=C(\C#N)C(=O)Nc4ccccc4)cc3)nc2s1 | -1
COc1ccc(-c2nc(SCC(=O)NC3CCCC3)c(-c3ccc(F)cc3)[nH]2)cc1OC | 0
Cc1ccc(CN(C)C(=O)c2coc(COc3ccc4sc(C)nc4c3)n2)o1 | 2
CCCCC(=O)c1ccc(OC(=O)/C=C/c2ccc(OC)cc2)cc1 | 0
Cc1cnc(CNCC2(O)CCCN(CC(C)(C)C)C2=O)cn1 (stereo unspecified) | -7
CCCCc1cn(C2CCN(C(=O)Nc3ccccc3F)CC2)nn1 | -9
O=C1CCCc2c1c1ccccc1c(=O)n2Cc1ccccc1 | 5
O=C(c1ccc2c(c1)N(Cc1ccccc1)C(=O)c1ccccc1S2(=O)=O)N1CCCCCC1 | 7
O=C(Nc1ccc(S(=O)(=O)Nc2ncccn2)cc1)C1CCN(S(=O)(=O)c2cccs2)CC1 | -1
Cc1nc2ncnn2c(C)c1CCC(=O)NCCN1Cc2ccccc2OC(c2ccsc2)C1 (stereo unspecified) | -3
Cc1ccc(C2C3=C(CC(C)(C)CC3=O)N(c3ccc([N+](=O)[O-])cc3)C(=N)C2C(=O)c2ccccc2)cc1 (stereo unspecified) | -5
CCOC(=O)c1ccccc1NC(=O)c1sc2nc3n(c(=O)c2c1C)CCCC3 | -3
CS(=O)(=O)N1CCN(c2ccccc2NC(=O)c2ccc(Cl)cc2Cl)CC1 | -12
Fc1ccc(-c2nnc3sc(-c4ccncc4)nn23)cc1 | -6
Cc1ccc(-c2cc(NC(=O)Nc3ccccc3)n(-c3ccccc3)n2)cc1 | -5
CC(=O)C1C(C)=Nc2ncnn2C1c1ccc2c(c1)OCO2 (stereo unspecified) | 6
CCOC(=O)c1c(-c2ccccc2)csc1NC(=O)c1ccc(Br)o1 | 5
CCCCN1C(=O)C(C(=O)NCC2=NS(=O)(=O)c3ccccc3N2)C(=O)c2ccccc21 (stereo unspecified) | -9
O=C(Nc1ccccc1C(F)(F)F)c1ccc2oc(=O)c(S(=O)(=O)c3ccc(F)cc3)cc2c1 | -7
COc1ccc2cc(C#N)c(=S)[nH]c2c1 | -6
O=c1c2c(oc3ccccc13)CCCC21OCCO1 | 7
Cc1ccc2nc(COc3ccccc3NC(=O)COc3ccccc3Cl)cc(=O)n2c1 | 13
CCOc1cc(C(=O)Nc2ccc(Cl)cc2)ccc1OCc1ccccc1 | -3
CC(C)CN(C)C(=O)C1CCCN(C2CCN(c3nc4ccccc4o3)CC2)C1 (stereo unspecified) | 1
COc1ccc(CNc2oc(-c3ccc(COc4ccc(Cl)cc4)o3)nc2C#N)cc1 | -6
O=C1COc2ccc(S(=O)(=O)NCCOc3ccccc3)cc2N1 | 7
O=C(Nc1nc(-c2ccc(F)cc2)cs1)C1c2ccccc2Oc2ccccc21 | 1
CCn1c(Cc2ccccc2)nnc1SCC(=O)Nc1cccc2ccccc12 | 0
Cn1c(-[n+]2c(-c3ccccc3)cc(-c3ccccc3)cc2-c2ccccc2)nc2c([N+](=O)[O-])cccc21 | 7
O=C1O[C@@H]2CN(c3ccc4ccccc4n3)C[C@@H]2N1CCc1ccccn1 | -11
O=S(=O)(Cc1ccccc1F)N1CCOCC1 | 3
CCOC(=O)N1CCC(NC2CCN(c3ccc(C(=O)NCc4ccccc4F)cc3)CC2)CC1 | 9
CCOC(=O)c1cccnc1NC(=O)c1ccncc1 | -2
CCOc1ccc(CNCc2c(C(=O)O)c(C)n(Cc3ccc(C)cc3)c2C)cc1 | -6
COc1ccc(NCc2nnc(SCC(=O)Nc3sc4c(c3C#N)CCCC4)n2-c2ccc(OC)cc2)cc1 | -4
Cc1ccc(N2C(=O)NC(=O)C3C2=NC(C2CCCCC2)=NC3(C(F)(F)F)C(F)(F)F)cc1 (stereo unspecified) | -3
CC(=O)Nc1cccc(/C(C)=N/NC(=O)CN(c2cc(Cl)cc(Cl)c2)S(C)(=O)=O)c1 | 0
CN(Cc1ccccc1)C(=O)NC1CCCCC1 | 1
O=C(CCc1nc(CN2CCN(S(=O)(=O)c3ccc(Cl)cc3)CC2)no1)N1CCCCC1 | -4

New compounds follow:
SMILES | ROC1-CUL1 inh
O=C(O)C1C2CCC(O2)C1C(=O)N1CCN(c2ccc(F)cc2)CC1 (stereo unspecified) | -3
COc1ccc(C=Nc2nc(C(C)(C)C)cs2)cc1 | 7
O=C(NCCc1cnccn1)C1CCN(c2nc(-c3ccccc3)nc3c2CCC3)CC1 | -9
CCOC(=O)C(=Nc1ccccc1)NO | -4
COc1ccc(-c2nnc3cccc(Cl)n23)c(OC)c1 | 5
CCc1nccn1S(=O)(=O)c1cc(C)c(C)cc1OC | 1
Cc1cccc(N2CCN(CCCNC(=O)c3sc4ncccc4c3-n3cccc3)CC2C)c1 (stereo unspecified) | -6
O=C(C1CCC1)N1CCN(S(=O)(=O)c2ccc(F)cc2)CC1 | -3
CC(C)OC(=O)CC12CN3CN(C1)CC(CC(=O)OC(C)C)(C3)C2=O | 9
O=C(c1ccc(F)cc1)N1CCCCC(S(=O)(=O)c2ccccc2)C1=O (stereo unspecified) | -9

Three compounds already listed, ordered by the number in ROC1-CUL1 inh, highest first:
mol | ROC1-CUL1 inh
COc1ccc(-c2nnc3cccc(Cl)n23)c(OC)c1 | 5
O=C(C1CCC1)N1CCN(S(=O)(=O)c2ccc(F)cc2)CC1 | -3
CCOC(=O)C(=Nc1ccccc1)NO | -4

Additional results follow.
SMILES | ROC1-CUL1 inh
C=CCn1c(SCC(=O)NCCc2ccccc2)nnc1C(C)NC(=O)c1cccs1 (stereo unspecified) | -1
Cc1ccc(OCCn2cc(C(=O)c3ccco3)c3ccccc32)cc1C | -2
Cc1c(C(=O)NCc2cc3cc(Cl)ccc3[nH]2)c(-c2ccccc2)nn1-c1ccccc1 | 7
Cc1ccc2ccccc2c1CSc1nnc(-c2ccc(Cl)cc2Cl)o1 | 15
CC1(C)CC(=O)C=C(C(=O)N2CCc3ccc(NC(=O)c4ccccn4)cc3C2)O1 | 0
CCC(c1ccccc1)c1nc2ccccc2[nH]1 (stereo unspecified) | -4
CCOc1ccc(CCN2C(=O)NC(=O)C3C2=NC(c2ccc(OC)cc2)=NC3(C(F)(F)F)C(F)(F)F)cc1OCC (stereo unspecified) | -1
COc1ccc(C2Nc3ccccc3C(=O)N2Cc2ccco2)cc1COc1ccc(Cl)cc1 (stereo unspecified) | 2
C=C(C)CC1NC2CC(C)(C)C1c1c(Br)cccc12 (stereo unspecified) | -4
C=CCOc1ccc(/C=C2/SC(=O)N(CC(=O)Nc3ccc(C)c(C)c3)C2=O)cc1OC | 6
COc1cc2ccc(=O)oc2c(OCC(O)CNC(C)(C)C)c1OC (stereo unspecified) | 7
CCCN(CCC)S(=O)(=O)c1ccc(N2CCCC2=O)c(NC(=O)CC(C)C)c1 | -5
COC(=O)c1c(-c2ccc(C)c(C)c2)csc1NC(=O)c1cccs1 | -1

These rows are one share of the data, so the mix of outcomes need not match the whole.
